# High-throughput results (PubChem BioAssay)
# ASAP1 GAP inh = inhibitors of human ASAP1 ArfGAP activity, primary screen, biochemical, fluorescence polarization; Arf-GAP with SH3 domain, ANK repeat and PH domain-containing protein 1 (Homo sapiens), …; ASAP1-stimulated ARF1 GTP hydrolysis, GDP FP detection; inhibition, % at 16.5 µM; 0.19% of 360,000 active; AID 624377, 2012; in the data active = inhibition above about 25%;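 also: 0% = vehicle with enzyme and substrate and 100% = no enzyme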
# KLK7 zymogen act = proKLK7 zymogen activators, primary screen, biochemical, fluorescence intensity; purified proKLK7, EDANS-DABCYL substrate fluorescence; 100% is mature enzyme control, 0% vehicle; Kallikrein-7 (Homo sapiens), P49862; activation, % at 7 µM; 0.9% of 370,000 active;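 active = activation above the mean of all tested compounds plus 3 SD, computed per campaign excluding outliers beyond control limits, cut at about 13% in these data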
# sPLA2-III inh = human group III sPLA2 inhibitors, primary screen, biochemical, QFRET, BODIPY PC-A2 liposome substrate | QFRET BODIPY PC-A2 liposome hydrolysis, fluorescence | Group 3 secretory phospholipase A2 (Homo sapiens), Q9NZ20 | 0.56% of 370,000 active | inhibition, % at 12.2 µM;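 active = inhibition above mean plus 3 SD of compounds lying within the high and low control bounds, cut at about 19% in these data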;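 also: 0% = median of test compound wells and 100% = no enzyme DMSO wells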
# Tn7 DDE FP = inhibitors of Tn7 peptide binding to fibrin DD(E), primary screen, biochemical, fluorescence polarization, human fibrin, Tn7 probe | inhibition, % at 8.3 µM | Fibrinogen beta chain (Homo sapiens), P02675 | AID 720508, 2013 | 0.13% of 370,000 active | FP displacement of FITC-Tn7 peptide from fibrin DD(E); 0% = median of compound wells per plate;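 active = inhibition above the mean of compounds falling within the control limits plus 3 SD of them, cut at about 14% in these data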;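 also: 0% = plate median of compound wells and 100% = 10 µM Aha-Tn7 peptide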
#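 Measure: % inhibition scaled between sample-field median and high-control FP; Test system: human fibrin DD(E); Quantity: 2 µM final DD(E) protein; Doses: one dose, 8.3 µM nominal; Schedule: compound with protein 10 min, then 3 h after probe, room temperature; Detection: fluorescence polarization; Medium: Tris buffer with calcium and detergent, pH 7.8.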
# ARFGAP1 inh = inhibitors of rat ARFGAP1 GAP activity, primary screen, biochemical, fluorescence polarization, GDP tracer | ADP-ribosylation factor GTPase-activating protein 1 (Rattus norvegicus), Q62848 | Arfgap1-stimulated ARF1 GTP hydrolysis, GDP FP detection | inhibition, % at 16.5 µM | 0.26% of 360,000 active | AID 651572, 2012;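 active = inhibition above a per-plate limit, mean inhibition of low control wells plus 3 SD, cut at about 25% in these data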;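 also: 0% = DMSO wells with enzyme and 100% = wells lacking Arfgap1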
#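 System: truncated rat Arfgap1 GAP domain / Benchmarks: high control wells lacking Arfgap1, low control full reaction with DMSO / Times: compound-enzyme preincubation 20 min, reaction 120 min, detection 60 min, 25 °C / Repeats: one replicate per compound / Also added: human ARF1(Δ1-17)-GTP substrate / Measured by: Tracer-displacement fluorescence polarization with EDTA stop, 620/688 nm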
# DDE Tn6 FP inh = inhibitors of Tn6 peptide binding to fibrin DD(E), primary screen, biochemical, fluorescence polarization, human fibrin, Tn6 probe; Fibrinogen beta chain (Homo sapiens), P02675; Fibrin DD(E) TRITC-Tn6 fluorescence polarization displacement; inhibition, % at 8.3 µM; 0.21% of 370,000 active;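 active = inhibition above a per-campaign cutoff: mean of compounds within control limits plus 3 SD, cut at about 15% in these data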;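 also: 0% = median of all compound wells on the plate and 100% = blocking peptide control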
# PLCg1 inh = PLC-gamma1 enzyme inhibitors, primary screen, biochemical, fluorescence, purified enzyme. 1-phosphatidylinositol 4,5-bisphosphate phosphodiesterase gamma-1 (Homo sapiens), P19174. fluorogenic substrate. inhibition, % at 12.2 µM. 0.84% of 370,000 active; in the data active = inhibition above about 9.5%
# Rev-erbA mod = modulators of Rev-erb alpha DNA binding, primary screen, biochemical, FITC-DNA, fluorescence polarization, uHTS. Rev-erbα–FITC-DNA binding, 90 min. Nuclear receptor subfamily 1 group D member 1 (Homo sapiens), P20393. 0.79% of 370,000 active. activity, % at 10 µM;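 active = activity above about 14%, limit read from the data; passing the limit was not always enough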;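 also: 0% = DMSO wells with 35 nM protein and 100% = DMSO wells with 750 nM protein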
# UHRF1 MBD2 ctr = UHRF1 methylated DNA binding inhibitors, primary screen, counter-screen for MBD2 inhibitor project, biochemical, TR-FRET, human UHRF1, single concentration. inhibition, % at 4.4 µM. 0.75% of 370,000 active. UHRF1 binding to methylated oligo. E3 ubiquitin-protein ligase UHRF1 (Homo sapiens), Q96T88. AID 687016, 2013; in the data active = inhibition above about 21%;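 also: UHRF1 SRA domain binding a hemimethylated CpG hairpin DNA probe; 0% = median of test compound wells and 100% = reference inhibitor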
# PLCb3 inh = human PLC-beta3 inhibitors, primary screen, biochemical, fluorescence | Purified PLC-beta3, fluorogenic substrate | inhibition, % at 12.2 µM | 0.18% of 370,000 active; in the data active = inhibition above about 11%;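 also: 0% = median of compound wells on plate and 100% = full blocker control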
# Target sequence (Q01970 whole entry, looked up): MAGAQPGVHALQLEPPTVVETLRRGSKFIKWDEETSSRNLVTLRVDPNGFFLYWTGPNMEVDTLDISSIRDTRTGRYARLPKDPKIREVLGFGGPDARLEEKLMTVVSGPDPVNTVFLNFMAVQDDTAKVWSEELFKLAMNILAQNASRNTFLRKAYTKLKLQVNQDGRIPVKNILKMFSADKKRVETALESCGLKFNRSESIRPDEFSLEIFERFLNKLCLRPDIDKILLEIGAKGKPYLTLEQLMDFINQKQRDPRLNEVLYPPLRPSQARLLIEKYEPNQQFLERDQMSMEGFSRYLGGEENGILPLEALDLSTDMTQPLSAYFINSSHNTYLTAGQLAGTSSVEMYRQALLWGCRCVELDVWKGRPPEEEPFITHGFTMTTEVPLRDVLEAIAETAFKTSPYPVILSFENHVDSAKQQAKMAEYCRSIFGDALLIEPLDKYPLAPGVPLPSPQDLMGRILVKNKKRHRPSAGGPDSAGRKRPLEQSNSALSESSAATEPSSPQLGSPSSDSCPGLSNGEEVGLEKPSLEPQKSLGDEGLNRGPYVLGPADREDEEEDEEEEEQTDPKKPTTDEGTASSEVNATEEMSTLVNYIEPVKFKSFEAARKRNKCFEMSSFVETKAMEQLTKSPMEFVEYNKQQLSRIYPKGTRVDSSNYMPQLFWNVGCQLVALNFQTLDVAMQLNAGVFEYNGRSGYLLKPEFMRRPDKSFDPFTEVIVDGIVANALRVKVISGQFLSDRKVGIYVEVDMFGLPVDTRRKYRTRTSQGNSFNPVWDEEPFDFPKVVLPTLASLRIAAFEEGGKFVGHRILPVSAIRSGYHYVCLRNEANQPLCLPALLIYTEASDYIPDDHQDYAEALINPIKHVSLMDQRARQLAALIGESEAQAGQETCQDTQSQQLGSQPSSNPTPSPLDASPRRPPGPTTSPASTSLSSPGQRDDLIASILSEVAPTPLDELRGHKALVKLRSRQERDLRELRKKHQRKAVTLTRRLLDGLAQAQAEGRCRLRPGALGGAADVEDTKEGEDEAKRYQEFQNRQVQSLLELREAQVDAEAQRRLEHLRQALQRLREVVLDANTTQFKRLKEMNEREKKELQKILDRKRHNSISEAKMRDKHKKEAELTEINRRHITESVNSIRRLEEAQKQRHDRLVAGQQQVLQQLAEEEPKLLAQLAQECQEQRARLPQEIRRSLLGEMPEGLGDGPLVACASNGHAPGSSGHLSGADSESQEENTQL
# * marks the source's active call; other numbers are inactive results. No enrichment for hits. Share with any hit: about 4.5%.
SMILES,ASAP1 GAP inh,KLK7 zymogen act,sPLA2-III inh,Tn7 DDE FP,ARFGAP1 inh,DDE Tn6 FP inh,PLCg1 inh,Rev-erbA mod,UHRF1 MBD2 ctr,PLCb3 inh
CC(=O)C1=CCC(c2cccs2)N(S(=O)(=O)c2ccc(C)cc2)C1 (centres undefined),0,0.2,-7,-1,-15,-4,-3,3,-1,-1
O=C(N/C(=C/c1ccc(Br)cc1)C(=O)N1CCCC1=O)c1ccco1,0,0.6,-5,-5,4,1,0,-1,-1,1
COC(=O)c1cn(NC(=O)c2ccc([N+](=O)[O-])cc2Cl)c(=O)c2ccccc12,1,0.0,2,-2,8,6,1,2,0,-8
CC1CCCN(C(=O)CCCNC(=O)c2ccc(Cl)cc2)C1 (centres undefined),-2,0.3,-1,-1,-6,2,1,3,-2,-3
COc1ccc(/C=C/C(=O)c2ccc3c4c(cccc24)CC3)cc1,-4,-0.6,-9,0,-2,4,-17,0,1,-20
Cc1ccc(S(=O)(=O)N(C)c2ccc(C(=O)NCC(c3cccs3)N3CCOCC3)cc2)cc1 (centres undefined),5,-0.7,6,-4,-2,1,0,3,0,-10
CC(C(=O)N1CCN(c2ccc(Cl)cc2)CC1)c1ncc(C(F)(F)F)cc1Cl (centres undefined),-11,0.5,-4,-1,0,-2,0,-3,0,-1
COc1cccc(COc2ccc(N(C)S(=O)(=O)c3ccccc3)cc2)c1,-1,0.8,-16,1,5,-1,6,5,0,-3
CC(C)N(Cc1ccccc1)C(=O)CN1C(=O)NC2(CCCCCC2)C1=O,-2,0.2,8,-1,6,3,4,2,2,-7
CS(=O)(=O)N(CC(=O)Nc1ccc(F)c(F)c1)c1cccc([N+](=O)[O-])c1,2,0.0,-11,1,-4,-2,3,1,-1,4
CCCCc1ccc(S(N)(=O)=O)cc1,-3,0.2,-1,-1,1,3,1,-1,-1,-1
COc1ccc(/C=N/NC(=O)c2nnn(-c3nonc3N)c2CN(C)c2ccccc2)cc1,-3,0.1,-3,-3,-10,3,1,5,0,-8
O=C1[C@@H]2Cc3c([nH]c4ccccc34)C(c3ccccc3)N2C(=O)CN1C1CC1 (some centres undefined),-1,0.6,-10,-2,-6,5,-2,-1,-1,-9
O=C(Oc1cccc2cccnc12)c1cccs1,-13,0.0,-3,10,1,3,1,-4,-1,1
CCCNC(=O)N1CCC(C(=O)c2cccc(F)c2)CC1,8,0.0,9,-4,3,-1,5,-1,2,5
CN(C(=O)COC(=O)C12CC3CC(CC(Cl)(C3)C1)C2)C1(C#N)CCCCC1,1,-0.5,3,2,3,-2,6,3,16,-2
Cc1cccc(C)c1NC(=O)Cn1c(=O)c(N2CCCCC2)c(N)n(C)c1=O,-8,-0.4,3,-5,14,-2,3,2,1,4
CC(C)(C)c1[nH]nc2c1C(Cc1ccccc1)C(C#N)=C(N)O2 (centres undefined),10,0.4,-1,4,7,5,-2,-2,-3,2
O=S(=O)(c1ccc(Br)cc1)n1ccc2ccccc21,7,0.2,-7,4,-5,-8,0,8,-1,-3
O=c1cc(CSc2nnc(COc3ccccc3)o2)c2ccccc2[nH]1,-6,-0.4,-4,-1,0,2,2,-4,-2,-2
O=C(COC(=O)c1ccccc1)Nc1ccccc1Br,0,0.1,2,-8,14,-3,4,8,1,1
O=C(c1cnc(Cc2c[nH]c3ccccc23)c(I)c1)N1CCCCC1,8,0.7,-72,0,6,-2,-3,4,-3,1
COc1ccc(C/C(C)=N\NC(=O)c2cn(C)c3ccccc23)cc1OC,-2,0.8,-8,0,3,-5,1,-4,-4,-11
CC(=O)Nc1ccc2c(c1)OCCO2,-11,0.2,-4,-7,6,8,3,3,-1,2
CCCCn1c(N)c(-c2nc3ccccc3o2)c2c([N+](=O)[O-])nn(CC)c(=O)c21,4,-0.3,2,2,-12,5,-3,-30,-1,-1
C[C@@]12CCC=C[C@H]1[C@H](c1ccc(C(F)(F)F)cc1)N(Cc1ccccc1)C2=O,6,0.2,2,2,5,-7,1,7,2,-1
O=C(NCCOc1ccc2ccccc2c1)c1cncc(Br)c1,5,-0.5,3,6,-5,0,-2,-2,1,-9
S=C(Nc1ccccc1)Nc1ccccc1Br,1,0.7,1,-4,-3,3,2,-3,1,-7
COc1ccc(OC(=O)N2C/C(=C/c3ccccc3)C(=O)/C(=C\c3ccccc3)C2)cc1,-5,-0.5,-6,1,-6,-1,0,1,-3,0
CC(C)(C)CN1C(=O)C(=O)NC[C@H]1Cc1ccc(O)cc1,-3,0.2,2,-2,6,-7,-1,-4,3,0
CC[C@H](C)Cc1cn([C@@H](CCCCN)C(=O)NCCCCCCCCCCC(=O)N2CCNCC2)nn1,7,-0.1,2,0,-1,8,-1,-4,7,0
Cc1ccn(CCC(=O)N2c3ccccc3CC2C)n1 (centres undefined),4,0.0,-3,-5,-2,7,1,0,-1,-3
COc1ccc(N2CCN(CC(=O)NCc3ccccc3)CC2)cc1,13,-0.3,11,2,1,-3,1,3,2,-2
Cc1noc(C)c1S(=O)(=O)Nc1ccc(C(=O)NCc2ccccc2)cc1,-7,0.4,-8,2,0,1,1,-6,-1,3
Cn1c(Cn2c(=O)sc3ccccc32)nnc1SCC(=O)N1CCc2ccccc21,-4,0.1,8,2,-14,0,0,-3,2,-3
Cc1nc(SC(C)C(=O)NCc2ccc3c(c2)OCO3)nc(C)c1C (centres undefined),-7,-0.1,5,6,2,3,-3,-2,1,-1
CCCNC(=O)C1(C)CCN(C(=O)c2ccccc2OC(F)(F)F)C1 (centres undefined),-23,-0.4,-1,-6,5,-3,1,-1,1,1
COC(=O)c1cc2sccc2n1CC(=O)N(C)c1ccccc1,-2,-0.1,3,4,-6,-2,3,0,1,2
CCOC(=O)CSc1nc2ccc(Nc3nc(N4CCOCC4)nc(N4CCOCC4)n3)cc2s1,-7,-0.2,-1,-8,5,0,8,3,3,-1
Cc1ccccc1NC(=O)Cc1nc(COC(=O)COc2cccc(C)c2C)cs1,15,0.3,-68,2,-3,5,12*,2,3,-11
Cc1nn(-c2ccccc2)c(C)c1/C=N/NC(=O)c1ccccc1NS(=O)(=O)c1cccs1,14,-0.3,-16,0,3,-2,-48,6,-1,-45
Clc1ccc(-c2cnc3ccccc3n2)cc1,4,-0.8,4,4,-3,-6,-3,3,-3,0
COc1ccc(OC)c(NC(=S)N2CCCC2)c1,-1,-0.4,9,3,0,2,1,3,-1,-8
COc1ccc(C2(C)NC(=O)N(CC(=O)c3ccc4c(c3)OCO4)C2=O)cc1 (centres undefined),-4,0.0,-4,8,-3,2,-4,0,-1,-11
O=C1C(Cl)=C(NC2CCCCC2)C(=O)N1Cc1ccccc1,-3,0.7,2,-5,10,3,-40,3,-1,-44

# Of the compounds above, these contain a tert-butyl group:
SMILES,ASAP1 GAP inh,KLK7 zymogen act,sPLA2-III inh,Tn7 DDE FP,ARFGAP1 inh,DDE Tn6 FP inh,PLCg1 inh,Rev-erbA mod,UHRF1 MBD2 ctr,PLCb3 inh
CC(C)(C)c1[nH]nc2c1C(Cc1ccccc1)C(C#N)=C(N)O2 (centres undefined),10,0.4,-1,4,7,5,-2,-2,-3,2
CC(C)(C)CN1C(=O)C(=O)NC[C@H]1Cc1ccc(O)cc1,-3,0.2,2,-2,6,-7,-1,-4,3,0

# New compounds follow
SMILES,ASAP1 GAP inh,KLK7 zymogen act,sPLA2-III inh,Tn7 DDE FP,ARFGAP1 inh,DDE Tn6 FP inh,PLCg1 inh,Rev-erbA mod,UHRF1 MBD2 ctr,PLCb3 inh
CCN1CCCC1CNC(=O)c1csc2c1CCCC2 (centres undefined),2,-0.1,6,-4,-5,-5,7,-2,1,6
CC1=C(C(=O)Nc2ccc(C)cc2)C(c2ccco2)NC(=O)N1 (centres undefined),12,-0.2,3,-3,-5,9,2,-2,-1,-3
O=c1[nH]c2sc3c(c2c2nncn12)CCCC3,7,0.2,-1,4,-17,2,-1,-2,-1,1
CCOC(=O)c1cc(C#N)c(Oc2ccccc2)nc1-c1ccccc1,2,0.4,-4,-10,-1,7,-6,6,-1,1
Cc1cn2c(-c3ccc(Cl)cc3)nnc2s1,0,0.4,2,2,-9,2,-1,-3,-3,6
CCn1cc(C(=O)O)c(=O)c2cnc(N3CCN(C(=S)NC(=O)c4ccccc4)CC3)nc21,2,0.4,15,3,-15,12,0,0,4,-7
Cc1cc(C(=O)Nc2ccc(Br)cc2)c2ccccc2n1,-5,-0.1,-2,1,10,10,4,10,1,-5
CCOc1c(C(N)=O)cc([N+](=O)[O-])cc1[N+](=O)[O-],15,-1.1,0,-2,4,-10,2,-4,-2,-1
C=CCn1c(SCC#N)nc2ccccc2c1=O,10,-0.8,6,-1,-2,7,8,4,2,4
C[C@@H]1CN([C@@H](C)CO)C(=O)CCCn2nncc2CO[C@H]1CN(C)C(=O)c1ccncc1,16,0.2,-3,-7,-6,9,3,-3,2,1
O=C1C=C(c2cccc(Cl)c2)C[C@@H](c2ccc3c(c2)OCO3)C1,3,-0.1,5,1,1,-7,1,2,3,-4
CCCCC(C(=O)OCC)C(N)Cc1ccc(F)cc1 (centres undefined),-5,-0.3,1,-1,-2,0,1,6,3,2
Cc1ccc(NC(=O)CN(C)C(=O)c2cccc(Br)c2)cc1,-9,0.2,8,0,10,4,-1,-2,2,-6
CCc1ccccc1SCc1noc(C(=O)NCC2CCCO2)c1C(=O)O (centres undefined),-13,0.3,-3,1,0,-13,-2,-2,2,-1
Cc1ccc(-n2ccc(=O)c(C(=O)Nc3ccc(S(=O)(=O)Nc4nccc(C)n4)cc3)n2)cc1,-3,0.0,7,7,-1,-4,0,-12,-1,-10
O=C(O)c1cccn1Cc1ccccc1F,6,-0.4,7,-2,3,9,0,-1,0,-1
CC1(C)Cc2c(c(N3CCOCC3)nc3snc(NC(=O)c4ccccc4)c23)CO1,6,-0.2,4,-3,14,0,-2,2,-1,-5
COC(=O)C1=C(Nc2ccc(C)cc2)C=C(C)C(C(=O)OC)C1c1ccc(F)cc1 (centres undefined),0,-1.8,-6,8,-1,1,-26,0,1,-36
